Source: PubChem
H69AR inhibit: blocks growth of human H69AR lung tumor cells | H69AR lung tumor viability, ATP luminescence, 72 h; hits give low values | AID 598 | viability, % at 10 µM | hit rate 6% among 85,000;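 active means viability at or below 40%; inactive means viability above 40%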;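 further: multidrug resistant small cell line overexpressing MRP-1 efflux transporter; 100% = mean luminescence of untreated control wells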
Mac1 fbg inh: CD11b/CD18-fibrinogen binding inhibition | P05107+P11215 | K562 CD11b/CD18 adhesion to fibrinogen, ATPlite luminescence; Mn2+ added to activate the integrin | inhibition, % at 10 µM | hit rate 0.54% among 93,000;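 active means primary inhibition of 50% or more at 10 µM, then 40% or more on retest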; further: some results filed as inactive read as strong as hits
HUVEC prolif 384: blocks proliferation of human endothelial cells. HUVEC proliferation, CellTiter-Glo luminescence, 72 h; hits give low values. viability, % at 10 µM (by protocol). hit rate 1.1% among 86,000;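 active means viability at or below 30%; inactive means viability above 30%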;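 further: 100% = median luminescence of DMSO-only cell control wells on each plate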
Mac1 fbg enh: enhancers of human CD11b/CD18 binding to fibrinogen; K562 CD11b/CD18 adhesion to fibrinogen, ATPlite luminescence; P05107+P11215; activation, % at 10 µM; hit rate 0.07% among 93,000; AID 1499;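 active means 10 µM primary screen giving 50% or more activity, confirmed by 40% or more on retest at that dose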; further: strong numbers were not always called active
Fibroblast inh: blocks proliferation of human lung fibroblasts; AID 719; viability, % at 10 µM; hit rate 1.1% among 85,000; LL 47 human lung fibroblast viability, ATP luminescence; hits give low values;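 active means viability at or below 50% in the single dose screen; inactive means viability above 50%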;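 further: compound exposure lasted 72 h before the ATP readout; 100% = median luminescence of untreated cell-only wells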
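Assay system: human lung fibroblast line LL 47, low passage. Input: 1,150 fibroblasts seeded per well. Times: overnight cell rest, 72 h compound treatment at 37 °C. Evaluation: % viability of median cell-only signal. Technique: luminescent ATP detection, CellTiter-Glo. Control set: cell-only wells, no compound.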
ERa SRC1 pot: ER-alpha (human) coactivator binding potentiation; P03372; TR-FRET ERalpha-LBD/SRC-Cy5 coactivator binding, 2 h; 100 = basal binding, no effect; coactivator binding (% of control), % at 25.6 µM; hit rate 1.3% among 86,000; in the data active means activity above about 200%;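 further: binding measured in presence of low estradiol as agonist stimulus; 0% = peptide alone without receptor and 100% = receptor with peptide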
Target sequence (P03372 whole entry, looked up, the tested form may be a part): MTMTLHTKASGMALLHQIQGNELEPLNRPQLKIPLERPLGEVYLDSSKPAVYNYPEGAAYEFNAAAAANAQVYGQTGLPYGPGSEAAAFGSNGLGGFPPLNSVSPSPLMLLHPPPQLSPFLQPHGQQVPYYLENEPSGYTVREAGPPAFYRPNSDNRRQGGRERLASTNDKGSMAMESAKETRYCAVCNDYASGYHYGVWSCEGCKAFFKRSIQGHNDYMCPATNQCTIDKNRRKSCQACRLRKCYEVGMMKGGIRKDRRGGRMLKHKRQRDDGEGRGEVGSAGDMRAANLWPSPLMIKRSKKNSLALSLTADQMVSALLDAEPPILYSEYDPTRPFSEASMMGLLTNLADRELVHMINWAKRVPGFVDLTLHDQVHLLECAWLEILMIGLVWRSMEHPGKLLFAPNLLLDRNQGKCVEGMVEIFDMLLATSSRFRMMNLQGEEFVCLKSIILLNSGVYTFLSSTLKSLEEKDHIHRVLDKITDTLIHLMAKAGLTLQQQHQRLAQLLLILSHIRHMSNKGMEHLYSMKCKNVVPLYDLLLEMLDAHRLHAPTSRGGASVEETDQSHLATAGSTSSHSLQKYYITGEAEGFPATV
CYP2C19 activ: cytochrome P450 2C19 (human) activation. P33261. recombinant CYP2C19, luciferin-H EGE luminescence; hits give high values; 0 = fully inhibited enzyme, 1 = untreated enzyme. activation factor at 5 µM. 96,000 tested, under 10 active;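 active means activation factor of at least 2 at 5 µM in the primary screen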;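 further: 0 = wells with 2.5 mM tranylcypromine and 1 = vehicle-only wells; values of inactives mirror those of a sister screen read the other way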
Target sequence (P33261 whole entry, looked up): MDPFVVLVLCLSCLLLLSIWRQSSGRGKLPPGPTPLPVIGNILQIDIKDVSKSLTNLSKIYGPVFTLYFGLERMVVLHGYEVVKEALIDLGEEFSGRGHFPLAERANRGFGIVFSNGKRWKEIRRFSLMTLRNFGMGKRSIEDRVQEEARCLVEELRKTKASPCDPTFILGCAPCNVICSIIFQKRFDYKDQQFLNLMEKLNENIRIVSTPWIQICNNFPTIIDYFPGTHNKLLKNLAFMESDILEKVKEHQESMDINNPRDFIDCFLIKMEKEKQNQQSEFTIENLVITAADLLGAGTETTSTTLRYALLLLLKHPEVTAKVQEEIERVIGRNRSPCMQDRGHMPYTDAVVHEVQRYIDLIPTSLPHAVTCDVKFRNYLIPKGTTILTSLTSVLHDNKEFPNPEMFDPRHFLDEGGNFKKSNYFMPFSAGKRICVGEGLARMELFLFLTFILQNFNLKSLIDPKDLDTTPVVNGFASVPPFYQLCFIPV
ERa coact inh: blocks coactivator binding to human estrogen receptor alpha; AID 629; TR-FRET ER-alpha LBD / SRC-1 peptide, estradiol-bound; inhibition, % at 25.6 µM; hit rate 1.7% among 86,000; in the data active means inhibition above about 50%;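 further: 0% = receptor plus peptide control and 100% = peptide only without receptor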
CYP2C19 inhib: blocks human cytochrome P450 2C19 | CYP2C19 Supersomes, luciferin-H EGE luminescence, 30 min | inhibition, % at 5 µM | hit rate 21% among 96,000;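 active means CYP2C19 inhibition above a set limit at 5 µM in the primary screen, cut at about 50% in these data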;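 further: plate controls were negative control wells for no effect and 2.5 mM tranylcypromine positive control for full effect; values of inactives mirror those of a sister screen read the other way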
Numbers without * were called inactive; / = no result given; [ ] = dose if it differs, or a comment.

SMILES	H69AR inhibit	Mac1 fbg inh	HUVEC prolif 384	Mac1 fbg enh	Fibroblast inh	ERa SRC1 pot	CYP2C19 activ	ERa coact inh	CYP2C19 inhib
COCCN(C(=O)C(F)(F)F)C(C(=O)NC1CCCCC1)c1ccco1 (stereo not drawn)	93	-16	90	2	105	95	0.8	-6	21
CC(C)C(=O)NC(=S)Nc1ccc(S(=O)(=O)NC(C)(C)C)cc1	/	6	/	6	/	/	0.6	/	37
COc1cc2ccc(=O)oc2c(O)c1OCC=C(C)C	37*	9	88	-3	100	115	0.8	2	20
N#Cc1ccc(NC(=O)N2CCC(c3nc4c(nnn4Cc4cccc(Cl)c4)c(=O)[nH]3)CC2)cc1	69	-7	81	1	109	93	0.8	11[fluorescence artefact?]	16
COc1ccc(C)cc1NC(=O)CN(C)S(=O)(=O)c1cccs1	85	-5	99	-5	94	132	0.1	-11	89*
CCCc1ccc(-c2cc(N)n[nH]2)cc1	95	-1	89	0	97	90	1	1	-2
Cn1nc(OC(=O)Nc2ccc(Cl)cc2)cc1C(F)(F)F	95	-1	87	-4	111	106	0.8	-8	20
CCOC(=O)/C(C#N)=C\C1=C(N2CCCC2)CC(C)(C)OC1	53	/	94	/	101	111	/	-18	/
O=C(CSc1nnc(-c2ccccc2)o1)Nn1cnnc1	94	-13	107	-2	95	109	1	-11	0
CCC(CC)C(=O)c1c[nH]c(C(=O)NCC2CCCO2)c1 (stereo not drawn)	/	1	/	4	/	/	1	/	1
COc1ccc(CCNC(=O)CN2C(=O)c3ccccc3C2=O)cc1	110	-34	99	-1	98	113	0.6	-1	42
CCOC(=O)c1ccccc1NC1CC(=O)N(c2ccccc2C)C1=O (stereo not drawn)	97	-22	103	0	101	113	0.2	1	80*
CCn1nnc(-c2ccccc2NS(=O)(=O)c2ccc(S(=O)(=O)N3CCCCCC3)cc2)n1	50	-1	96	-1	94	98	0.9	-7	6
CCOCCOC(=O)c1cccc(NC(=O)OCC)c1	99	0	92	4	110	107	0.3	9	71*
Cc1ccc(-n2c(CNc3ccc(F)cc3)nnc2SCC(=O)N2CCOCC2)cc1	92	/	93	/	2.6*	103	/	-5	/
O=C1OC(Nc2ccc(F)cc2F)c2ccccc21 (stereo not drawn)	93	-8	101	-3	97	120	1	-12	-2
COc1cc2[nH]c(=O)n(CCCCCC(=O)N3CCN(c4ccccn4)CC3)c(=O)c2cc1OC	79	12	90	0	98	96	0.7	0	32
CN1CCN(CCCN2c3ccccc3Sc3ccc(Cl)cc32)CC1	71	/	95	/	94	94	/	2	/
CC(Oc1ccccc1)C(=O)Nc1ccc(C(N)=O)cc1 (stereo not drawn)	109	-28	97	3	105	121	0.5	-2	48
CC1CC(C)CN(CCCNC(=O)CC2Oc3ccccc3NC2=O)C1 (stereo not drawn)	95	-6	91	3	113	118	1.1	11	-11
COC(=O)C(C)Sc1nnc(Cc2cc(=O)[nH]c(=O)[nH]2)n1-c1ccc(OC)cc1 (stereo not drawn)	98	-19	105	0	97	111	1	-4	1
O=C(NCC1CCCO1)Nc1cccc(Cl)c1 (stereo not drawn)	102	-32	91	0	96	101	0.6	-1	38
O=C(O)CNS(=O)(=O)c1ccc(-c2ccccc2)cc1	/	-24	/	-5	/	/	0.9	/	14
Cc1nc(SCc2c(F)cccc2Cl)n[nH]1	85	-18	110	4	105	79	1	6	4
CCC1=Nc2cc(C(=O)NCCCOC(C)C)ccc2Sc2ccccc21	26*	-6	59	-1	56	102	0.3	-8	72*

Random excerpt: two entries already listed.
SMILES	H69AR inhibit	Mac1 fbg inh	HUVEC prolif 384	Mac1 fbg enh	Fibroblast inh	ERa SRC1 pot	CYP2C19 activ	ERa coact inh	CYP2C19 inhib
O=C(NCC1CCCO1)Nc1cccc(Cl)c1 (stereo not drawn)	102	-32	91	0	96	101	0.6	-1	38
CCn1nnc(-c2ccccc2NS(=O)(=O)c2ccc(S(=O)(=O)N3CCCCCC3)cc2)n1	50	-1	96	-1	94	98	0.9	-7	6

Returning to the listing, repeating the 6 entries before the break.
SMILES	H69AR inhibit	Mac1 fbg inh	HUVEC prolif 384	Mac1 fbg enh	Fibroblast inh	ERa SRC1 pot	CYP2C19 activ	ERa coact inh	CYP2C19 inhib
CC1CC(C)CN(CCCNC(=O)CC2Oc3ccccc3NC2=O)C1 (stereo not drawn)	95	-6	91	3	113	118	1.1	11	-11
COC(=O)C(C)Sc1nnc(Cc2cc(=O)[nH]c(=O)[nH]2)n1-c1ccc(OC)cc1 (stereo not drawn)	98	-19	105	0	97	111	1	-4	1
O=C(NCC1CCCO1)Nc1cccc(Cl)c1 (stereo not drawn)	102	-32	91	0	96	101	0.6	-1	38
O=C(O)CNS(=O)(=O)c1ccc(-c2ccccc2)cc1	/	-24	/	-5	/	/	0.9	/	14
Cc1nc(SCc2c(F)cccc2Cl)n[nH]1	85	-18	110	4	105	79	1	6	4
CCC1=Nc2cc(C(=O)NCCCOC(C)C)ccc2Sc2ccccc21	26*	-6	59	-1	56	102	0.3	-8	72*
COc1cccc(C(=O)N(Cc2ccc3c(c2)OCO3)Cc2nc3ccccc3c(=O)[nH]2)c1	79	2	97	-4	106	113	0.3	-8	74*
O=C(CCNC(=O)Cn1ccc2ccccc2c1=O)NCCN1CCc2ccccc2C1	72	-51	91	14	94	90	1	-4	2
Oc1ccccc1N=Nc1nc(-c2ccccc2)c(-c2ccccc2)[nH]1	/	0	/	-4	/	/	0.8	/	24
Cn1cc(Cl)c(C(=O)NC2CCCC2)n1	96	-7	100	8	103	107	1.1	2	-12
Cc1nn(S(=O)(=O)c2ccccc2)c(C)c1Sc1ccc([N+](=O)[O-])cc1	/	83	/	-6	/	/	0.4	/	62*
N/C(=N\c1nc2ccccc2o1)NC(=O)c1ccccc1	64	1	67	-4	81	95	0.8	2	18
O=C(CS(=O)(=O)Cc1ccccc1)N1CCc2ccccc21	88	/	107	/	88	113	0.5	3	48
COc1ccc(C(OC(=O)c2ccco2)C(=O)NC2CCCCC2)cc1OC (stereo not drawn)	86	-14	100	-2	94	114	0.9	-7	12
Cc1ccc(C(=O)Nn2c(N)c(S(=O)(=O)c3ccc(C)cc3)c3nc4ccccc4nc32)cc1	92	7	94	-8	99	110	1	-9	-4
CN1CC=C2C(C#N)=C(N)C(C#N)(C#N)C(c3ccsc3)C2C1 (stereo not drawn)	60	-4	94	2	95	96	1	-6	2
CCOc1ccc(/C=C2/C(=O)N(c3ccc(OC)cc3)C(=S)N2CC(=O)OC)cc1OCC	44	/	71	/	71	117	/	-8	/
Nc1ncnc2oc(-c3ccco3)c(-c3ccco3)c12	70	3	56	-1	73	13[fluorescence artefact?]	0.5	94*[fluorescence artefact?]	45
CNC(=O)CCCc1nc(-c2ccccc2Cl)no1	97	-22	103	1	101	94	1	6[fluorescence artefact?]	4
CC(=O)OC(Cn1ccnc1)c1ccccc1 (stereo not drawn)	86	-6	92	1	93	124[fluorescence artefact?]	0.8	-8[fluorescence artefact?]	22
O=C(OCC(=O)N1CCCc2ccccc21)c1ccc(Br)o1	99	6	91	5	99	92	0.1	1	85*
COc1ccccc1N1CCN(CC(=O)Nc2ccc(C)c(F)c2)CC1	77	18	102	-1	95	129	0.8	7	16
CCn1nc(C)c(NC(=O)CSc2nnc(-c3ccco3)n2C)c1C	96	-11	99	-2	107	119	1.1	6	-15
CNC(=O)CSc1nnc(CCc2ccccc2)n1-c1ccccc1	83	1	106	4	115	109	1.1	3	-8
COc1ccc(NC(=O)Nc2ccccc2C)c(OC)c1	87	-10	94	-5	100	119	0.8	-6	21
COc1ccccc1C1c2c(oc3ccc(Cl)cc3c2=O)C(=O)N1c1cc(C)on1 (stereo not drawn)	40*	/	42	/	36*	153[fluorescence artefact?]	/	-1	/
O=C(CSc1nc2sc3c(c2c(=O)n1Cc1ccco1)CCC3)N1CCc2ccccc21	29*	/	93	/	85	344*	/	36[fluorescence artefact?]	/
Cn1c(Cn2c(=O)sc3ccccc32)nnc1SCc1ccc(F)cc1	43	/	91	/	75	122	/	0	/
N/C(Cc1cccs1)=N\OC(=O)COc1ccccc1Cl	103	22	93	-1	110	100	0.8	11	24
Cc1ccc(-c2nc(CS(=O)CC(=O)NCCN(CC(C)C)CC(C)C)c(C)o2)cc1 (stereo not drawn)	89	2	109	3	105	110	0.8	-10	21
Cc1cc(C)n(-c2nc(N(c3ccccc3)c3ccccc3)nc(-n3nc(C)cc3C)n2)n1	12*	/	37	/	38*	129	/	33[fluorescence artefact?]	/

Other compounds:
SMILES	H69AR inhibit	Mac1 fbg inh	HUVEC prolif 384	Mac1 fbg enh	Fibroblast inh	ERa SRC1 pot	CYP2C19 activ	ERa coact inh	CYP2C19 inhib
CCOC(=O)c1cnn(-c2nc(C)nc3sc4c(c23)CCC4)c1N	106	-7	68	0	81	119	1	20	-4
COc1ccc(NC(=O)CSc2nnc(C3CCCCC3)o2)c(OC)c1	98	/	110	/	106	108	0.8	-5	22
CC(C)(O)P(C)(=O)c1ccccc1 (stereo not drawn)	103	-7	92	-2	88	108	1.1	12[fluorescence artefact?]	-6
Cc1c(N=C2C(=O)Nc3ccccc32)c(=O)n(-c2ccccc2)n1C	71	2	95	1	93	63[fluorescence artefact?]	1	23	-2
c1ccc(-c2noc(COc3ccc4c(c3)OCO4)n2)cc1	71	-7	74	-1	102	105	1.1	1[fluorescence artefact?]	-11
CCCN1C2=C(C(=O)CCC2)C(c2ccc(O)c(Br)c2)C2=C1CCCC2=O	82	/	87	/	92	81	/	30	/
CCCc1nc(SCC(=O)N2CCC(Cc3ccccc3)CC2)c2c(=O)n(C)c(=O)n(C)c2n1	42	8	3.2*	13	105	84	0.3	10	66*
CC1=CC(C)(C)N=C(NC#N)N1	89	-22	94	0	105	105	0.9	-10	6
COc1cc(OC)cc(C(=O)Nc2nc3ccccc3[nH]2)c1	30*	-7	77	-6	74	111	0.9	-7	14
COc1ccc(CC(=O)OCc2cc3ccccc3[nH]c2=O)cc1	101	-8	99	-2	97	94	0.8	-3	15
COc1ccccc1N=c1oc2c(OC)cccc2cc1C(=O)NCc1ccco1	15*	3	61	0	86	109[fluorescence artefact?]	0.3	6[fluorescence artefact?]	66*
CCOC(=O)c1[nH]c(C)c(C(=O)NC)c1C	96	-2	102	5	98	93[fluorescence artefact?]	0.9	2	12
CC1=CC(C)(C)NC(=S)N1c1ccc2ccccc2c1	106	13	92	-2	88	101[fluorescence artefact?]	0.6	1	35
CC1(C)Oc2ccc3ccc(=O)oc3c2/C(=C/NC2CCCCC2)C1=O	63	/	93	/	94	80	/	-3	/
CC(=O)Oc1ccc(CCC(C)OC(C)=O)cc1 (stereo not drawn)	119	-9	97	0	89	124	0.9	2	10
CC(=O)Oc1ccc2occ(C(=O)c3cccs3)c2c1	96	-6	103	-1	111	92[fluorescence artefact?]	0.7	6	27
COc1cc2c(cc1NC(=O)C(c1ccccc1)c1ccccc1)CCCC2	91	4	99	-6	92	108	0.2	3	83*
CCN(CC)C(=O)c1ccc(O)c(OC)c1	99	/	109	/	100	113	/	-9	/
O=C(NCc1ccccc1)C12CC3CC(CC(C3)C1)C2	99	6	108	-3	100	108[fluorescence artefact?]	0.7	3	31
COc1ccc(Cl)cc1N(C)C(=O)CCNC(=O)Cn1cnc2ccccc2c1=O	94	12	100	-3	101	99[fluorescence artefact?]	0.9	7	12
COc1cc(NC(=O)c2ccc(C)cc2)c(OC)cc1NC(=O)CN1CCCCC1	61	/	86	/	96	95[fluorescence artefact?]	/	4[fluorescence artefact?]	/
COC(=O)C1=C(C)NC(=O)/C1=C\c1cc(C)n(-c2ccccc2C)c1C	94	-35	90	-1	87	93[fluorescence artefact?]	1	-6	4
COc1cc(/C=C2\SC(=S)N(Nc3ccccc3)C2=O)cc(OC)c1OC	/	0	/	12	/	/	1	/	-1
